Compound activity (PubChem)
DNMT1 inh – DNMT1 (human) enzyme inhibition. P26358. 360,000 compounds, 0.83% hits. DNMT1 molecular beacon, Hinp1I cleavage, fluorescence. inhibition (reported as % activation of signal), % at 10 µM. AID 588458; in the data active = inhibition above about 50%
SUMO1-SIM PPI – alters human SUMO1 binding to SIM partners; P63165; SUMO1 binding to a labelled peptide, TR-FRET, 1 h; inhibition, % at 20 µM; 360,000 compounds, 0.33% hits; AID 602429; in the data active = inhibition above about 37%
Rin1 Abl inh – inhibitors of human Rin1-Abl protein interaction; TR-FRET Rin1/Abl binding, biochemical; AID 588664; 360,000 compounds, 0.4% hits; P00519+Q13671; inhibition, % at 7.35 µM; in the data active = inhibition above about 5%, passing the limit was not always enough
Rpn11 block – Rpn11 (human) deubiquitinase inhibition; AID 588493; 360,000 compounds, 0.59% hits; O00487; human 26S proteasome, Ub4-pepOG fluorescence polarization; 20S core pre-blocked with epoxomicin; calls only at 20 µM;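 active = inhibition at 20 µM, scaled to each plate's controls, above about 33%, limit read from the data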
Scp1 inh – Scp-1 (human) phosphatase inhibition. Q9GZU7. Recombinant Scp1, phosphopeptide, malachite green phosphate absorbance. inhibition, % at 20 µM. AID 493091. 340,000 compounds, 0.88% hits;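 active = inhibition above about 50% at 20 µM, limit read from the data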;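 note: plate controls were DMSO wells with enzyme for no effect and wells lacking enzyme for full effect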
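System: SCP-1 catalytic domain; Reagent: Phospho 17-mer peptide substrate; Doses: one concentration, 20 µM, with 1.0% DMSO; Incubation: 45 min room-temperature reaction, 5 min colour, 30 min stabiliser; Signal: Phosphate-binding colour reagent, absorbance read at 630 nm.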
CSN deneddyl inh – inhibitors of human CSN-mediated cullin deneddylation. Q92905. Purified CSN, SCF-Nedd8-OG deneddylation, fluorescence polarization. inhibition, % at 12.5 µM. 360,000 compounds, 0.38% hits. AID 651999;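 active = pattern-corrected inhibition above about 35%, with an unprinted fluorescence ratio check between 0.5 and 1.5, limit read from the data, passing the limit was not always enough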;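 note: 0% = enzyme with substrate and 100% = substrate without enzyme; some results filed as inactive read as strong as hits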
Target sequence (Q92905 whole entry, looked up, one chain of several): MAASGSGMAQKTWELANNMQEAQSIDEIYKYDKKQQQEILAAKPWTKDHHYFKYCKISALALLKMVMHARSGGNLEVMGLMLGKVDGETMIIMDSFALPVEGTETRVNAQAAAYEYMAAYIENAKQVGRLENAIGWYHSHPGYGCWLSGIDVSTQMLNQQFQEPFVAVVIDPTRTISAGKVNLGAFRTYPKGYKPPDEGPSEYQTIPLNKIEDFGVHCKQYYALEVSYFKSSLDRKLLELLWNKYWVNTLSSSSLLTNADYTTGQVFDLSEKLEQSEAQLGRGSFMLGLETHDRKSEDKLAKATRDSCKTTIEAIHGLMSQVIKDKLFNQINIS
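Assay system: Purified human Csn5 enzyme expressed in HEK293T cells | Amount: Enzyme 0.24 nM | Measured by: Fluorescence polarization readout | Medium: Tris/NaCl/DTT buffer, pH 7.5 | Compound dosing: One concentration, 12.5 µM, 0.25% DMSO | Times: 90 min incubation of compound, enzyme and substrate at room temperature | Control set: no-enzyme wells high, enzyme-with-substrate wells low | Read-out: % inhibition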
STEP block – STEP (human) phosphatase inhibition. inhibition, % at 20 µM. 360,000 compounds, 0.25% hits. recombinant STEP, OMFP fluorogenic substrate, fluorescence;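 active = inhibition at 20 µM, scaled per plate between control wells, above about 37%, limit read from the data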;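 note: 0% = DMSO with enzyme and substrate and 100% = substrate only without enzyme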
Target sequence (P54829 whole entry, looked up): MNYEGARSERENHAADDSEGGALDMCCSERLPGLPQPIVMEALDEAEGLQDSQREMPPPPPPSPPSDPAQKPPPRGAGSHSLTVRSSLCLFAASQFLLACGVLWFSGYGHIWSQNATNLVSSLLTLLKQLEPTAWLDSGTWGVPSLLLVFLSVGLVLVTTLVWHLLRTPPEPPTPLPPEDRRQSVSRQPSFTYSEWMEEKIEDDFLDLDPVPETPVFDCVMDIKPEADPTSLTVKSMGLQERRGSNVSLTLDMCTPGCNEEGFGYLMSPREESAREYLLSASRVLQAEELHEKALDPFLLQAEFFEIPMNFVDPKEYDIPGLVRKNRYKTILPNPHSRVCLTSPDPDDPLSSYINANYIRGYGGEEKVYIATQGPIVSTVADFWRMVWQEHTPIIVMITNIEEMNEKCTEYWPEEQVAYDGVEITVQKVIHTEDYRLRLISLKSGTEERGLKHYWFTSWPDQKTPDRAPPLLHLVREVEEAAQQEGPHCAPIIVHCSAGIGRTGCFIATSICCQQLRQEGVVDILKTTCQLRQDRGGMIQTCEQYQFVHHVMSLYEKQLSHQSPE
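material = STEP tyrosine phosphatase | reagent = fluorogenic phosphatase substrate OMFP at 25 µM final | doses = single compound dose of 20 µM, 1% DMSO final | schedule = 20 min reaction, room temperature, in the dark | measured by = fluorescence, 480/540 nm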
LMPTP inh – blocks human LMPTP phosphatase; recombinant LMPTP-A, OMFP fluorogenic substrate, fluorescence intensity; inhibition, % at 20 µM; 360,000 compounds, 0.22% hits; AID 651560;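 active = compounds that cut the enzyme signal by at least half of the control window in the single-dose screen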;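 note: plate controls were DMSO wells with enzyme plus substrate for no effect and substrate without enzyme for full effect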
Target sequence (P24666 whole entry, looked up): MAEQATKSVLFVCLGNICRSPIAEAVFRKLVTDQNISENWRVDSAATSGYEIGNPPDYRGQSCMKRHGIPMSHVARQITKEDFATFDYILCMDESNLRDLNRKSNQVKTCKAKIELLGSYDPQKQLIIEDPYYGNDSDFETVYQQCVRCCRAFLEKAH
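Test system: LMPTP-A, protein tyrosine phosphatase of low molecular weight; Input: 0.625 nM enzyme; Incubation: 50 min dark incubation at room temperature; Signal: endpoint fluorescence intensity from OMFP dephosphorylation; Read-out basis: % inhibition versus control wells.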
Neddylation inh – inhibitors of human cullin neddylation; P61081+Q13564; TR-FRET cullin neddylation, biochemical; calls only at 25 µM; 360,000 compounds, 0.58% hits; AID 651699; in the data active = inhibition above about 36%
NadD inh – NadD (S. aureus) enzyme inhibition; purified NadD enzyme, colorimetric absorbance read-out; inhibition, % at 20 µM; 360,000 compounds, 0.78% hits; AID 602399; in the data active = inhibition above about 26%; note: some compounds past the cut are filed as inactive
* = called active by the depositor; i = inactive; / = not tested or not shown.

DNMT1 inh,SUMO1-SIM PPI,Rin1 Abl inh,Rpn11 block,Scp1 inh,CSN deneddyl inh,STEP block,LMPTP inh,Neddylation inh,NadD inh,structure
0,3,-2,i,7,2,0,0.4,i,-2,O=C(c1ccc(Br)o1)N1CCN(c2ccc3nnc(-c4ccccc4)n3n2)CC1
2,1,-1,i,-9,2,1,-0.6,i,0,Cc1nnc(NC(=O)CCCCCN2C(=O)C3C4C=CC(C4)C3C2=O)s1 (stereo not drawn)
5,-34,0,i,-10,0,2,-0.2,i,-2,N#CC(=NCc1cccnc1)C1=C(O)c2ccccc2C1=O
0,-8,-7,i,-2,-4,0,0.7,i,0,COCCNC(=S)N/N=C(\C)c1ccc(-n2ccnc2)cc1
-2,-3,-4,i,-13,3,0,4.1,i,2,COc1ccc(C(=O)/C=C/c2ccc(OC)c(COc3ccccc3F)c2)cc1
-3,-2,1,i,-1,3,-1,0.8,i,-6,CCN(CCn1cccn1)C(=O)c1cc(COc2cc(C)ccc2C)on1
-6,-7,-3,i,-7,-7,0,0.5,i,1,CC(C)Oc1ccccc1-c1cc(C(=O)N/N=C/c2cccnc2)c2ccccc2n1
-3,0,-3,i,-7,1,0,0.7,i,-1,Cc1ccc(Cc2nc(-c3cccc(C)c3)no2)cc1

Carrying on.
DNMT1 inh,SUMO1-SIM PPI,Rin1 Abl inh,Rpn11 block,Scp1 inh,CSN deneddyl inh,STEP block,LMPTP inh,Neddylation inh,NadD inh,structure
1,-11,1,i,-12,-7,-4,0.6,i,-8,COc1ccc([N+](=O)[O-])cc1NC(=O)COC(C)=O
-3,-1,/,i,-8,-3,0,-0.1,i,-3,Cc1cccc(NC(=O)C2Cc3ccccc3CN2C(=O)OCc2ccccc2)c1C (stereo not drawn)
-3,3,2,i,5,-6,0,-1.6,i,-1,COc1ccc(-c2nnn(CC#N)n2)cc1OC
4,-1,-3,i,0,0,3,-0.4,i,0,C#CCNC(=O)C1=C[C@H](c2coc3ccccc3c2=O)[C@@H](CCCO)[C@H](OCC)O1
1,-21,-4,i,-7,5,1,1.2,i,-2,CNc1cc(N2CCCC2)ccc1[N+](=O)[O-]
4,0,-2,i,-11,3,0,-4.4,i,5,O=C1CNC(=S)N1CCc1ccc(O)c(O)c1
-5,2,0,i,-5,0,1,1.4,i,0,Cc1cc(C(=O)COC(=O)c2ccc[nH]c2=O)c(C)n1-c1ccc(F)cc1
0,-7,-5,i,0,-4,-1,0.9,i,5,Clc1ccc(-c2cc(-c3nnc4n3CCCCC4)c3ccccc3n2)cc1

Remaining list, next part
DNMT1 inh,SUMO1-SIM PPI,Rin1 Abl inh,Rpn11 block,Scp1 inh,CSN deneddyl inh,STEP block,LMPTP inh,Neddylation inh,NadD inh,structure
-1,4,0,i,-12,3,0,0.4,i,-3,COC(=O)c1cccc(-n2c(CCC(=O)O)ccc2-c2cccs2)c1
8,-14,-7,i,-9,6,-2,0.2,i,11,CCCCNC(=S)NNC(=O)c1cc(-c2cccnc2)nc2ccccc12
1,6,-1,i,14,0,1,57*,i,-2,c1ccc(-c2nc(NCCCn3ccnc3)c3ccccc3n2)cc1
-2,-3,0,i,-12,-2,-1,-2.5,i,0,O=C(NNC(=O)C12CC3CC(CC(C3)C1)C2)c1cnccn1
0,3,-3,i,-9,-3,1,2.8,i,5,Cc1onc(-c2ccccc2)c1C(=O)Nc1sc2c(c1C#N)CCC(C)C2 (stereo not drawn)
1,2,3,i,10,-5,13,0.4,i,9,COc1ccc(Cc2nn3c(-c4ccccc4OC)nnc3s2)cc1
-2,-6,-3,i,-4,2,6,3.6,i,-9,Oc1ccc(-c2csc(-c3ccccc3)n2)cc1O
2,3,1,i,1,-7,4,1.1,i,-1,Cc1cccc(C)c1N1CCN(C(=O)N2CCCCC2)CC1

Single records, from the list above.
Record of Cc1cccc(C)c1N1CCN(C(=O)N2CCCCC2)CC1 → DNMT1 inh: 2; SUMO1-SIM PPI: 3; Rin1 Abl inh: 1; Rpn11 block: i; Scp1 inh: 1; CSN deneddyl inh: -7; STEP block: 4; LMPTP inh: 1.1; Neddylation inh: i; NadD inh: -1
Record of c1ccc(-c2nc(NCCCn3ccnc3)c3ccccc3n2)cc1 → DNMT1 inh: 1; SUMO1-SIM PPI: 6; Rin1 Abl inh: -1; Rpn11 block: i; Scp1 inh: 14; CSN deneddyl inh: 0; STEP block: 1; LMPTP inh: 57*; Neddylation inh: i; NadD inh: -2

(list continues)
DNMT1 inh,SUMO1-SIM PPI,Rin1 Abl inh,Rpn11 block,Scp1 inh,CSN deneddyl inh,STEP block,LMPTP inh,Neddylation inh,NadD inh,structure
-1,-9,3,i,-14,6,-4,2.7,i,-10,COc1ccccc1C(=O)Nc1ccc(C(=O)/C=C/c2cccs2)cc1
57*,1,-3,i,40,14,2,5.9,i,7,CCCc1cc(=O)oc2c(C)c(OCC(=O)c3ccc(N4CCCC4)cc3)ccc12
-2,-21,6,i,53*,3,-2,1.6,i,-9,COc1ccc(/C=C/C(=O)OCC(=O)NC2CCCCCC2)cc1OC
-2,1,4,i,-7,0,2,-1.8,i,-3,CN1CCC(OC(=O)c2ccc(Cl)cc2Cl)CC1
-4,-1,1,i,-3,-4,-2,-0.2,i,2,Cc1ccc(S(=O)(=O)CCC(=O)OCC(=O)NCc2ccc(Cl)cc2)cc1
-2,-7,0,i,-6,2,4,2.1,i,8,Cc1c(C(=O)Nc2c(F)cccc2F)sc2ncnc(N3CCN(c4ccccc4)CC3)c12
-1,2,2,i,-16,-2,-1,0.4,i,-5,CO/N=C(\C)C(Cc1ccc(Cl)nc1)Cc1ccc(Cl)nc1
11,1,3,i,13,8,7,1.5,i,4,O=C(C=Cc1ccco1)c1ccco1

The results go on:
DNMT1 inh,SUMO1-SIM PPI,Rin1 Abl inh,Rpn11 block,Scp1 inh,CSN deneddyl inh,STEP block,LMPTP inh,Neddylation inh,NadD inh,structure
4,2,-5,i,-4,3,-6,-0.9,i,-1,Cc1ccc(O)c(-c2cc(C(F)(F)F)[nH]n2)c1
1,-7,-2,i,-5,-8,-2,-1.7,i,-2,Cn1cnnc1SCC(=O)N1CCN(C(=O)c2ccco2)CC1
-6,-16,-6,i,-1,6,-2,-0.4,/,5,COc1c2ccoc2nc2c(OC)c(OCC(OC(C)=O)C(C)(C)O)ccc12 (stereo not drawn)
-1,9,-1,i,23,123,0,12,/,31*,COc1ccc(-c2nnc(Nc3nc4c(OC)cccc4s3)o2)cc1
-4,4,-2,i,-4,-3,1,-1.8,i,7,COC(=O)c1ccc(Cl)c(NC(=O)CN(c2ccc3c(c2)OCO3)S(C)(=O)=O)c1
0,18,7.0*,i,0,3,1,-0.6,/,1,O=C(NC(NC(=S)Nc1ccccc1C(=O)O)C(Cl)(Cl)Cl)c1ccco1 (stereo not drawn)
0,1,2,i,-1,0,2,-0.6,i,1,COCCN(C(=O)CSc1nnc(-c2ccc(C)c(C)c2)o1)c1c(N)n(CC(C)C)c(=O)[nH]c1=O
-3,1,-2,i,/,1,1,-0.2,i,4,CC1=CC(Cc2ccccc2)N(C)C(C(N)=O)C1 (stereo not drawn)

More records
DNMT1 inh,SUMO1-SIM PPI,Rin1 Abl inh,Rpn11 block,Scp1 inh,CSN deneddyl inh,STEP block,LMPTP inh,Neddylation inh,NadD inh,structure
2,4,2,i,-10,-1,0,-0.9,i,-5,N/C(COc1cc(Cl)cc(Cl)c1)=N\O
1,-23,-8,i,23,-14,4,-0.7,i,3,CCC(=O)OCCNc1cc(Sc2nc3ccccc3[nH]2)c2nonc2c1[N+](=O)[O-]
9,4,4,i,3,-21,2,1.6,i,2,CC(=O)c1cccc(N(CC(=O)Nc2ccccc2F)S(C)(=O)=O)c1
2,2,0,i,-8,-2,-3,-0.8,i,-1,CCOc1ccc(Br)cc1S(=O)(=O)NC1CC(C)(C)NC(C)(C)C1
15,9,2,i,/,1,-3,-1.4,i,-5,O=C(NC1CCCCC1)c1[nH]c(C(F)(F)F)nc1-c1ccccc1
4,-6,1,i,-6,4,-1,0.3,i,-1,CCC(NC(=O)c1[nH]c(C)c(C(C)=O)c1C)c1ccc(Br)cc1 (stereo not drawn)
1,1,4,i,/,7,0,-0.3,i,0,O=C(c1cnc(Cl)c(Cl)c1)N1CCN(S(=O)(=O)c2cccs2)CC1
1,-24,-2,i,-3,8,0,0.2,i,-5,Nc1cc(N2CCCC2)c(Cl)cc1[N+](=O)[O-]

Copied from the listing for reference:
DNMT1 inh,SUMO1-SIM PPI,Rin1 Abl inh,Rpn11 block,Scp1 inh,CSN deneddyl inh,STEP block,LMPTP inh,Neddylation inh,NadD inh,structure
-3,-2,1,i,-1,3,-1,0.8,i,-6,CCN(CCn1cccn1)C(=O)c1cc(COc2cc(C)ccc2C)on1
-6,-7,-3,i,-7,-7,0,0.5,i,1,CC(C)Oc1ccccc1-c1cc(C(=O)N/N=C/c2cccnc2)c2ccccc2n1

(list continues)
DNMT1 inh,SUMO1-SIM PPI,Rin1 Abl inh,Rpn11 block,Scp1 inh,CSN deneddyl inh,STEP block,LMPTP inh,Neddylation inh,NadD inh,structure
0,4,3,i,-1,0,-3,0.4,i,1,CCOc1cc2[nH]c(=O)n(CCCCCC(=O)NC3CCCC3)c(=O)c2cc1OCC
5,7,-3,i,-11,-6,-2,-0.5,i,-3,CC(C)NCC(O)COc1ccc(CCOCC2CC2)cc1 (stereo not drawn)
2,1,0,i,1,3,0,-0.3,i,3,CCCc1cc(=O)oc2c(C)c(OCC(=O)NCCN3CCOCC3)ccc12
-8,-2,1,i,2,-5,1,-0.7,i,0,O=C(O)c1ccccc1C(=O)Nc1ccc(Oc2cccc(C(F)(F)F)c2)nc1
-9,-5,1,i,14,2,-2,1.9,i,4,OC(CNC1Cc2ccccc2C1)COc1ccc(F)cc1 (stereo not drawn)
3,-3,2,i,-3,-3,2,0.3,i,-8,COc1ccc(Cc2nc3ccc(C(=O)NCc4ncc(C)[nH]4)cc3o2)cc1OC
-11,-1,5,i,-6,0,1,0.7,i,7,CS(=O)(=O)N(CC(=O)Nc1ccc2c(c1)OCO2)c1ccccc1
1,-1,0,i,-5,3,2,-1.4,i,-2,NC1=NC(c2ccccc2)=NC1(NC(=O)c1ccccc1)C(Cl)Cl (stereo not drawn)
-2,2,3,i,-1,-9,-2,2.9,i,-2,O=C(CN1CCCC1)Nc1ccc(OCc2ccccc2)cc1
0,-2,-3,i,-7,25,0,3.6,i,-5,O=C(Nc1ccccn1)c1cc(-c2cccnc2)nc2ccc(Br)cc12
